MITF inh: inhibitors of human MITF; O75030; AlphaScreen MITF homodimerization, bead proximity signal; inhibition, % at 2.6 µM; actives 0.91% (n = 650,000); in the data active = inhibition above about 50%;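 note: 0% = vehicle wells with protein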
Target sequence (O75030 whole entry, looked up): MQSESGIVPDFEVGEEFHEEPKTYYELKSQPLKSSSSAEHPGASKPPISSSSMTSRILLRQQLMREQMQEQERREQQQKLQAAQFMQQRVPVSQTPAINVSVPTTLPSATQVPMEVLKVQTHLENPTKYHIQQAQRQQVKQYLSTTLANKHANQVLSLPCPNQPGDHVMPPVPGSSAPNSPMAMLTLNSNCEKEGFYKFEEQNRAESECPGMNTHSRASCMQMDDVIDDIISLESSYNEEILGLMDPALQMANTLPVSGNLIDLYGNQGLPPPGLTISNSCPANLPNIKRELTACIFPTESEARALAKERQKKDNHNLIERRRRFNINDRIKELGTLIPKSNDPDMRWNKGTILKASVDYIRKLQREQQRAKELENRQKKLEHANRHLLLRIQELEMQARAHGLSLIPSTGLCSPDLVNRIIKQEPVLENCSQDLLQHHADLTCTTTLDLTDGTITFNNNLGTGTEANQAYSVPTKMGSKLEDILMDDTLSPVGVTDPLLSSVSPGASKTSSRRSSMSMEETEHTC
TEAD-YAP inh: TEAD-YAP interaction inhibition; inhibition, % at 9.12 µM; actives 1.4% (n = 640,000); AID 1259422; HEK-TIYL cells, TEAD-Gal4/YAP UAS-luciferase luminescence; in the data active = inhibition above about 32%;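 note: 0% = median of test compound wells and 100% = reference inhibitor wells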
FBW7 activator: human FBW7 E3 ligase activation, primary screen | Q969H0 | AlphaScreen FBW7–phospho-cyclin E peptide binding, activator screen | normalized activity (activation), % at 26.1 µM | actives 0.13% (n = 650,000) | AID 1259310; in the data active = normalized activity above about 1.9%;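 note: purified mutant Fbw7 with reduced substrate affinity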
GPR151 ag: human GPR151 activation | Q8TDV0 | PathHunter beta-arrestin GPR151 cells, luminescence | activation, % at 11.2 µM | actives 1% (n = 650,000) | AID 1508602; in the data active = activation above about 4.9%;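 note: 0% = median of compound wells and 100% = cells with positive control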
Target sequence (Q8TDV0 whole entry, looked up): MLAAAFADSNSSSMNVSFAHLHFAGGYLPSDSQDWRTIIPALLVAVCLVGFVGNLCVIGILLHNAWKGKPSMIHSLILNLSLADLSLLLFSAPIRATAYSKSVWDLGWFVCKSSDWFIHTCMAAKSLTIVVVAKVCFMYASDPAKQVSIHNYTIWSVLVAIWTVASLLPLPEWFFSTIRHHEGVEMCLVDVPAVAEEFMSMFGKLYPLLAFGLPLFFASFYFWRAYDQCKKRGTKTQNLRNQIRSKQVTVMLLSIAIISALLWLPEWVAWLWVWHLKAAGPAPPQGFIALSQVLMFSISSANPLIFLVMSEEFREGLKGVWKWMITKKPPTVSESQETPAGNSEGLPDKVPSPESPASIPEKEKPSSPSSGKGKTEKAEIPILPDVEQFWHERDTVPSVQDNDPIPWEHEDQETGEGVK
The depositor's hits bear a star.

Sequence of screens: MITF inh	TEAD-YAP inh	FBW7 activator	GPR151 ag
1. CC(O)CN(CC(C)O)S(=O)(=O)c1ccc2[nH]cc(C(=O)O)c(=O)c2c1 (stereo not given)
  9.9	9.0	0.2	-1.5
2. Cc1cccc(C)c1NC(=O)C(=O)NCCC1CCCCN1S(=O)(=O)c1ccccc1 (stereo not given)
  -3.4	7.2	-0.1	-1.3
3. CC1=CC(c2ccccc2)n2nc(NC(=O)c3ccc(Cl)cc3)nc2N1 (stereo not given)
  -11.6	2.6	-0.1	-1.2
4. CC1CCCN(C(=O)CSc2nc3ccccc3n2CC(=O)N2CCOCC2)C1 (stereo not given)
  -8.5	2.5	0.0	2.8
5. COc1ccc(-n2c(SCC(=O)c3ccccc3)nc3sc4c(c3c2=O)CCC(C(C)(C)C)C4)cc1 (stereo not given)
  7.7	0.8	0.2	1.7
6. Cc1ccc(C(=O)OCC(N)=O)cc1N
  -6.0	-3.4	-0.4	2.9
7. COC(=O)c1ccc(NC(=O)CCC(=O)c2ccc(F)cc2)cc1
  3.4	2.0	0.1	-0.8
8. CCCCOC(=O)C1=C(C)NC2=C(C(=O)CC(C)(C)C2)C1c1ccc(CC)cc1 (stereo not given)
  -11.6	2.1	0.5	0.0
9. O=C(Cc1ccccc1)N/N=C/c1cc(Cl)ccc1O
  -0.9	-1.6	0.2	3.0
10. CSc1ccc(C2C3(C#N)C(N)=NC4(OCCO4)C23C#N)cc1 (stereo not given)
  -8.3	1.1	0.0	1.5
11. NC(=O)c1ccc(N=c2oc3ccc(Br)cc3cc2C(N)=O)cc1
  -13.7	1.8	-0.1	-0.5
12. COc1ccc(C2(O)CN(c3ccc(Cl)cc3)C3=[N+]2CCCC3)cc1 (stereo not given)
  2.8	4.4	0.0	0.5
13. Cc1ccsc1CN1CC(=O)N(c2cccc(Cl)c2C)C1=S
  -4.3	-6.6	-0.1	1.0
14. CCOC(=O)c1ccc(-n2c(=O)c(C#N)cc3c(=O)n4ccccc4nc32)cc1
  0.8	-15.6	0.4	-0.7
15. COc1ccc(C2CC(C(F)(F)F)n3ncc(C(=O)Nc4cccc(Cl)c4)c3N2)cc1OC (stereo not given)
  -9.0	8.8	0.0	0.4
16. COc1cccc(C2C3=C(CC(c4ccc(C)cc4)CC3=O)Nc3ccccc3N2C(=O)CCC(=O)O)c1 (stereo not given)
  -11.9	-0.6	-0.1	0.5
17. O=C(N=Nc1c(O)[nH]c2ccccc12)C1CC12CCC2 (stereo not given)
  2.9	-25.4	-0.1	2.4
18. CCOc1ccc(C(=O)Nc2cccc(-c3nc4ccccc4o3)c2)cc1Cl
  -12.1	1.1	0.0	-0.7
19. O=C(NCCc1ccccn1)c1ccc(-c2cccc(O)c2)nc1NCC1CC1
  -1.9	0.1	0.1	-0.6
20. COc1cc(Cl)c(S(=O)(=O)N2CCN=C2c2ccccc2)cc1Cl
  -2.8	5.4	0.2	1.9
21. Cc1[nH]n(-c2ccccc2)c(=O)c1/C=c1\c(C)nn2c1nc(=O)c1ccccc12
  -0.2	-1.8	-0.1	1.8
22. COc1ccc(/C=C/C(=O)N2CCCCC2)cc1Br
  -2.3	-50.0	0.5	-0.2
23. CCN(Cc1ccccc1)C(=O)c1c(Cl)nc(C)c(Cl)c1C
  -9.9	-3.0	0.0	-1.1
24. COC(=O)c1ccc(NC(=O)Cn2cnc(-c3ccc(OC)cc3)cc2=O)cc1
  1.4	12.2	0.1	0.9
25. O=CN1CCN(S(=O)(=O)c2ccc(S(=O)(=O)NC3CCCCC3)cc2)CC1
  -4.4	-0.4	0.2	-1.0
26. Cc1ccc(Cn2ncc3c(NCCCN4CCOCC4)ncnc32)cc1
  -11.4	-1.2	-0.3	0.2
27. COc1ccc(S(=O)(=O)/N=C2/C=C(Nc3ccc(O)cc3)C(=O)c3ccccc32)cc1
  20.0	99.3*	-0.7	-1.6
28. O=C(NC(=S)Nc1nc2ccccc2s1)c1ccccc1
  15.2	-57.5	0.1	1.7
29. Cc1ccc(CNC(=O)CSc2nnc(-c3ccc(C)cc3)o2)cc1
  19.6	4.1	0.3	-0.1
30. CCCCn1nnnc1NCc1ccccc1
  -19.0	-3.8	-0.1	-1.1
31. C=CCn1cc(CN2CCc3c(nc(N4CCOCC4)[nH]c3=O)C2)c2ccccc21
  2.0	8.2	0.0	1.1
32. O=C(N[C@@H]1c2ccccc2C2(CCN(C(=O)CC3CCCCC3)CC2)[C@H]1O)c1cccnc1
  0.1	5.3	-0.1	0.0
33. Cn1nccc1Nc1nccc(Nc2ccccc2)n1
  -4.6	-4.8	0.0	7.5*
34. CC1CCCCC1NC(=O)CCN1N=C(c2ccccc2)CCC1=O (stereo not given)
  -2.2	-2.3	-0.2	0.9
35. O=C(O)CCC(=O)Nc1cccc(C(=O)Nc2cccc(O)c2)c1
  7.9	-14.8	0.2	1.9
36. CC1=C(C(=O)OCCc2ccccc2)C(c2cccs2)C2=C(CCCC2=O)N1 (stereo not given)
  5.9	3.0	0.2	0.1
37. CSCCOc1ccc(-c2ccccc2)cc1
  -9.4	-2.8	0.0	-0.3
38. COc1ccc(OC)c(NC(=O)C2CC2(c2cccc(C)c2)c2cccc(C)c2)c1 (stereo not given)
  8.0	-12.1	-0.2	1.7
39. COc1cc([N+](=O)[O-])ccc1NC(=O)/C(=C/c1cc(OC)c(OC)c(OC)c1)NC(=O)c1ccccc1
  4.5	8.0	0.5	-0.3
40. CCOC(=O)C1=C(C)N=c2s/c(=C/c3cc(C)n(-c4ccc([N+](=O)[O-])cc4)c3C)c(=O)n2C1c1ccccc1 (stereo not given)
  -3.5	-1.2	-0.2	-0.7
41. COC(=O)C1=C(C)NC(C)=C(C(=O)OC)C1c1cn(-c2ccccc2)nc1-c1ccc(F)cc1
  -7.8	-1.0	0.0	-0.6
42. Cc1ccc(OCC(=O)NNC(=O)c2ccc(NC(=O)C3CC3)cc2)c(C)c1
  16.9	-0.8	0.3	-1.4
43. CC(=O)O[C@H]1CCC2(C)C3=C(CCC2C1(C)C)[C@]1(C)CCC(C(C)CCC=C(C)C)[C@@]1(C)CC3 (stereo not given in full)
  11.7	-12.1	0.1	3.1
44. CCCCn1c(Cc2ccccc2)nnc1SCC(=O)N1CCOCC1
  3.2	6.5	0.2	0.2
45. Nc1c(NCCN2CCOCC2)c2ccccc2oc1=O
  0.0	-7.5	-0.1	-0.1
46. COc1ccc(CCNc2ncnc3c2nc(NCCN2CCOCC2)n3C(C)C)cc1
  0.1	6.0	-0.2	1.4
47. O=C(O)c1ccc2c(c1)C(=O)N(c1cccc(C(=O)Nc3cccc(O)c3)c1)C2=O
  12.5	24.3	0.1	-1.2
48. O=C(c1ccc(=O)[nH]n1)N1C2CCC1CC(c1ccc(F)cc1)C2 (stereo not given)
  14.6	4.1	0.4	-0.4
49. Cc1cccc(NC(=O)CC2SCCNC2=O)c1 (stereo not given)
  -7.1	-26.0	-0.1	-1.8
50. CC(C)(C)c1ccc2c(c1)N(CC(=O)NCc1ccco1)C(=O)/C(=C/c1ccccc1)O2
  5.1	-3.1	0.2	1.2
51. Cc1cc(C)n(-c2ccc(Cl)c(C(=O)NCc3ccc(F)cc3)n2)n1
  1.1	10.2	-0.1	-0.1
52. CCOC(=O)C1=C(C)NC2=C(C(=O)C(C(=O)OC)C(C)C2)C1c1ccc(N(CC)CC)cc1 (stereo not given)
  -6.2	-5.4	0.1	2.6
53. CC1CC1C(=O)N(C)CC(=O)Nc1ccccc1Br (stereo not given)
  -2.0	18.4	0.0	0.7
54. CCOc1ccc(NC(=O)CSc2nc3[nH]ncc3c(=O)n2-c2ccccc2)cc1
  -2.1	28.1	-0.2	-0.2
55. CCc1ccccc1NC(=O)N1CCN(S(=O)(=O)c2cc(OC)ccc2OC)CC1
  -3.4	0.7	0.2	-2.2
56. Nc1nc(-c2ccc(O)cc2)cs1
  -0.1	-8.2	0.0	-0.9
57. CC(C)C(=O)N1CCCc2ccc(NC(=O)NCc3ccc(Cl)cc3)cc21
  -2.9	13.1	0.7	-1.3
58. CCOC(=O)c1ccc(NC(=S)Nc2cccc(C)n2)cc1
  5.7	4.5	0.0	2.6
59. Cc1cc(NCCOc2ccccc2)nc(Nc2ccc(C(F)(F)F)cc2)n1
  -3.9	17.8	0.0	-0.2
60. Cc1cccc(NC(=O)CN2C(=O)N/C(=C/c3ccc(C(=O)O)cc3)C2=O)c1
  -4.5	-14.8	0.0	-1.1

Additional results follow.
Sequence of screens: MITF inh	TEAD-YAP inh	FBW7 activator	GPR151 ag
61. O=C(O)Cc1ccc(Nc2cc(Cl)ncn2)cc1
  8.9	-1.1	0.6	-1.3
62. O=C(NCc1ccccc1)c1ccc(Cl)cc1
  -3.5	-0.1	-0.1	-0.8
63. COCc1ccc(CN2CCN(Cc3cc(OC)cc(OC)c3)C(CCO)C2)o1 (stereo not given)
  -8.2	-2.3	-0.1	-1.0
64. Cc1cnc(NC(=O)c2nc3nccc(C)n3n2)s1
  10.3	-10.9	0.5	0.8
65. CCNC(=O)N1c2ccc(OC)cc2C(C)=CC1(C)C
  -3.8	-3.3	0.0	-0.3
66. O=C(NC1CCCC1)C(c1ccco1)N(C(=O)c1csnn1)c1ccccc1 (stereo not given)
  12.2	7.3	0.3	-1.0
67. CCOc1ccc(CC(=O)Nc2nc(-c3cccs3)cs2)cc1
  10.7	-0.9	0.0	1.4
68. CC1(C)NC(=O)N(CC(=O)Nc2cccc(I)c2)C1=O
  -2.2	2.2	-0.1	0.2
69. COc1cccc(NC(=S)N(CCCN2CCCC(C)C2)Cc2cccs2)c1 (stereo not given)
  -8.3	-1.4	-0.1	0.5
70. CCOC(=O)c1c(NC(=O)CSc2nnc(CNC(=O)c3cccs3)n2-c2ccccc2OC)sc2c1CCCCC2
  29.4	11.5	0.3	-1.6
71. COc1ccc(C(=O)Nc2ccc(O)c(-c3nc4ccccc4s3)c2)cc1[N+](=O)[O-]
  4.0	9.0	0.0	3.2
72. c1ccc(-c2noc(CCC3CCCC3)n2)cc1
  1.1	0.2	0.0	11.7*
73. O=C(NC(c1ccccn1)c1cccs1)C1CCN(C(=O)CCC2CCCC2)CC1 (stereo not given)
  2.7	3.2	-0.3	-1.1
74. COC(=O)c1ccc(N=Cc2cccc(OC)c2O)cc1
  -14.2	0.5	-0.1	0.7
75. CCN1CCCC1CNC(=O)CS(=O)(=O)Cc1nc(-c2ccccc2C)oc1C (stereo not given)
  -11.6	-14.9	-0.1	-0.9
76. CN(C)c1ccc(Nc2nc(NCC3CCCO3)c3ccccc3n2)cc1 (stereo not given)
  59.8*	19.2	-1.2	0.4
77. CC1CCCC(NC(=O)C2N(CCc3ccc(Cl)cc3)C(=O)C3C(C(=O)Nc4cc(Cl)cc(Cl)c4)C4C=CC32O4)C1C (stereo not given)
  -14.4	-1.6	-0.1	-0.5
78. CCOC(=O)N1CCN(CC(O)COc2ccc(Br)cc2)CC1 (stereo not given)
  13.7	-2.1	0.4	-1.2
79. Fc1ccccc1-c1cnn2c(N3CCOCC3)ccnc12
  -66.4	64.2*	0.4	-4.9
80. CCOC(=O)C1=C(C)N(c2ccc(OC)cc2)C(=O)/C1=C\c1cccc(OC)c1OC
  12.2	-2.8	0.1	-1.5
81. CCc1nn(C(C)C(=O)NCCCN(C)Cc2ccccc2)c(=O)c2cc3occc3n12 (stereo not given)
  -2.8	-5.6	1.0	-1.4
82. CC(N)(C(=O)O)c1ccc(Br)cc1 (stereo not given)
  22.9	-1.9	1.2	-1.1
83. COc1ccccc1NC(=O)COc1ccc(Br)cc1CO
  -8.5	-19.0	-0.2	0.5
84. CCN(C(=O)c1ccc(N2CC3CC(C2)c2cccc(=O)n2C3)c(NC(=O)c2cc(OC)c(OC)c(OC)c2)c1)c1cccc(C)c1 (stereo not given)
  0.4	-14.8	-0.1	-0.2
85. NC(=O)C1(N2CCCCC2)CCN(C(=O)c2cc(COc3c(F)cccc3F)on2)CC1
  -5.2	0.5	0.4	0.7
86. COc1ccc(C)cc1-n1nnn(CN2CCN(c3ncccn3)CC2)c1=S
  -0.2	8.2	0.5	-0.7
87. CCCCSc1nnc2c(n1)OC(c1cccc(Br)c1)Nc1ccccc1-2 (stereo not given)
  3.6	-9.8	-0.1	2.3
88. CCN(CC)c1nc(Nc2cc(OC)c(OC)c(OC)c2)nc(N2CCCC2CO)n1 (stereo not given)
  -4.9	-1.5	0.1	-1.7
89. Cc1ccc(C=Nc2cccc([N+](=O)[O-])c2C)o1
  3.2	13.4	-0.1	-0.9
90. CCOCCCn1c(=O)c(NC(=O)c2ccc(OCC)cc2)c2n(c1=S)CCCCC2
  -3.5	-5.3	-0.1	3.8

Entries of single compounds as entered above. Order of screens: MITF inh | TEAD-YAP inh | FBW7 activator | GPR151 ag
COc1cccc(C2C3=C(CC(c4ccc(C)cc4)CC3=O)Nc3ccccc3N2C(=O)CCC(=O)O)c1 (stereo not given) is listed with -11.9 | -0.6 | -0.1 | 0.5
COc1ccccc1NC(=O)COc1ccc(Br)cc1CO is listed with -8.5 | -19.0 | -0.2 | 0.5
CCCCSc1nnc2c(n1)OC(c1cccc(Br)c1)Nc1ccccc1-2 (stereo not given) is listed with 3.6 | -9.8 | -0.1 | 2.3
O=C(O)c1ccc2c(c1)C(=O)N(c1cccc(C(=O)Nc3cccc(O)c3)c1)C2=O is listed with 12.5 | 24.3 | 0.1 | -1.2
CCOc1ccc(C(=O)Nc2cccc(-c3nc4ccccc4o3)c2)cc1Cl is listed with -12.1 | 1.1 | 0.0 | -0.7

(more compounds)
Sequence of screens: MITF inh	TEAD-YAP inh	FBW7 activator	GPR151 ag
91. CCOc1ccc(OCC)c(N2C(=O)NC(=O)/C(=C\c3ccsc3)C2=O)c1
  7.0	0.9	-0.1	1.2
92. Cn1c(=O)c2c(nc3n2CC(=O)N3c2ccc(F)cc2F)n(C)c1=O
  6.3	7.9	-0.2	-0.2
93. Nc1nc([N+](=O)[O-])n(C23CC4CC(CC(C4)C2)C3)n1
  1.3	8.7	-0.1	0.2
94. O=C(CN1CCCCCC1)N/N=C/c1ccc(F)c(Br)c1
  32.2	-12.5	-0.1	-0.2

Screening results as filed in PubChem BioAssay.
